Source: PubChem BioAssay (several laboratories)
PrPC TRFRET: inhibitors of human cell surface prion protein PrPC. 0.43% of 370,000 active. TR-FRET read-out. inhibition, % at 13.8 µM. P04156. AID 720596; in the data active = inhibition above about 24%; also: 0% = median of the test wells and 100% = reference compound wells
Anthrax LF inh2: anthrax lethal factor protease inhibition; P15917; multiplex microsphere protease cleavage assay, LF; inhibition, % at 10 µM; 0.12% of 360,000 active; AID 588501; also: plate controls were buffer without enzyme for full effect and enzyme alone for no effect
BoNT A protease: inhibitors of Botulinum neurotoxin A light chain protease; multiplex microsphere protease substrate cleavage, flow cytometry; inhibition, % at 10 µM; 0.17% of 360,000 active; also: plate controls were buffer without enzyme for full effect and enzyme alone for no effect
BoNT-F LC inh: BoNT F light chain protease inhibition. Multiplex microsphere protease cleavage assay, flow cytometry. 0.22% of 360,000 active. inhibition, % at 10 µM; in the data active = inhibition above about 35%, passing the limit was not always enough; inconclusive = no clear call, values can overlap the other calls; also: plate controls were buffer without enzyme for full effect and enzyme alone for no effect
CCHF vOTU inh: blocks the CCHF virus ovarian tumor domain protease. CCHFV vOTU protease, Pep-AMC fluorescence. inhibition, % at 11.5 µM. 0.55% of 370,000 active. AID 651958; in the data active = inhibition above about 30%; also: 0% = vehicle wells with enzyme and 100% = no enzyme wells
PfHsp40 yeast: compounds rescuing yeast from Plasmodium falciparum HSP40 toxicity; 0.68% of 340,000 active; S. cerevisiae expressing PfHsp40, growth rescue, ATP luminescence; growth rescue, % at 12.5 µM; in the data active = growth rescue above about 28%, passing the limit was not always enough; inconclusive = no clear call, values can overlap the other calls;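 also: yeast W303a lacking pdr1 and pdr3 grown in galactose medium; growth measured after three days at 30 °C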
Yp Topo-I inh: blocks Yersinia pestis topoisomerase I activity. Y. pestis Topo-I cleavage product accumulation, plate reader. activity, % at 10 µM. 0.064% of 360,000 active. AID 504884; in the data active = activity above about 50%, passing the limit was not always enough; inconclusive = no clear call, values can overlap the other calls; also: inactives centre near 2
FadD28 FP inh: inhibitors of Mycobacterium tuberculosis FadD28 bisubstrate binding; 0.22% of 360,000 active; FadD28 bisubstrate probe binding, fluorescence polarization; inhibition, % at 12.5 µM; AID 588549; in the data active = inhibition above about 8.5%, passing the limit was not always enough; inconclusive = no clear call, values can overlap the other calls
TcdB inh: TcdB glycohydrolase inhibition; inhibition, % at 9.99 µM; AID 652162; TcdB glycohydrolase enzymatic assay, plate reader; P18177; 0.24% of 350,000 active; in the data active = inhibition above about 10%
* marks the source's active call; other numbers are inactive results; ? = inconclusive; · = not tested or not shown; & = joins results of further samples. Rule as the data show it, unless noted: active = inhibition above about 30%; inconclusive = no clear call, values can overlap the other calls; inactive = below that.

The first two records as a preview:
SMILES	PrPC TRFRET	Anthrax LF inh2	BoNT A protease	BoNT-F LC inh	CCHF vOTU inh	PfHsp40 yeast	Yp Topo-I inh	FadD28 FP inh	TcdB inh
O=C(Nc1ccc(Br)cc1)C1CC=CCC1C(=O)OCC1CCCO1 (stereo not drawn)	0	-2	-0.5	-4	2	-0.8	-1	-0.9	5.7
COC(=O)C1(CO)NC(c2cccs2)C2C(=O)N(c3ccccc3)C(=O)C21 (stereo not drawn)	1	-1	0.3	-10	-10	-0.3	1	-0.6	·

Results, from the start:
SMILES	PrPC TRFRET	Anthrax LF inh2	BoNT A protease	BoNT-F LC inh	CCHF vOTU inh	PfHsp40 yeast	Yp Topo-I inh	FadD28 FP inh	TcdB inh
O=C(Nc1ccc(Br)cc1)C1CC=CCC1C(=O)OCC1CCCO1 (stereo not drawn)	0	-2	-0.5	-4	2	-0.8	-1	-0.9	5.7
COC(=O)C1(CO)NC(c2cccs2)C2C(=O)N(c3ccccc3)C(=O)C21 (stereo not drawn)	1	-1	0.3	-10	-10	-0.3	1	-0.6	·
CC(=O)c1ccc(NC(=O)CCS(=O)(=O)c2ccc3c(c2)n(C)c(=O)c(=O)n3C)cc1	·	-4	-0.8	-5	·	0.2	-8	-2.1	·
O=C(Nc1ccc(Br)cc1F)C1CCN(c2nnc(-n3cccc3)s2)CC1	-4	5	-0.3	-3	3	5.8	22	-4.0	-0.1
COc1cc(CNCc2ccccn2)ccc1OCc1ccccc1Cl	1	-4	-0.5	-5	-1	1.0	16	-0.9	0.1
O=C(CN1C(=O)NC2(CCOc3ccccc32)C1=O)c1ccc(F)cc1 (stereo not drawn)	-3	1	3.5	14	2	1.0	-2	6.0	-0.5
O=S(=O)(c1cccc(-n2cnnn2)c1)N1CCOCC1	1	-2	-0.1	0	4	0.8	-8	-2.8	·
CCCOc1ccc(C(=O)N2CCCc3ccccc32)cc1	-6	-4	-1.3	2	0	14	22	2.2	·
Cn1sc(NC(=O)c2cccc(Cl)c2)nc1=O	2	-2	1.6	1	-6	0.6	5	-0.8	·
Cc1ccccc1C(=O)N1CCC(C(=O)O)CC1	6	0	-0.1	0	-6	1.0	1	-3.2	·
CCc1ccc(OCC(=O)N2CC(C(=O)OC)Oc3ccccc32)cc1 (stereo not drawn)	2	-6	-5.8	15	11	2.1	16	0.1	0.6
COC(=O)C1=C(c2ccc(F)cc2OCc2ccccc2)C[C@@H]2CC[C@H]1N2C(=O)NCc1ccc(OC)cc1	5	-4	0.4	7	4	3.0	27	-4.1	-1.0
O=C(NC1CC2CCCC(C1)N2C(=O)N1CCCCC1)C1CCCCC1 (stereo not drawn)	-2	-6	-0.2	9	-3	-1.4	-3	-1.1	·
O=C1NC(=O)C(Nc2ccc(Cl)c(Cl)c2)C(=O)N1	2	-2	-0.3	-1	20	-1.6	-7	-2.7	1.5
CCN(CC)S(=O)(=O)c1ccc(N2CCOCC2)c(NC(=O)CCC2CCCCC2)c1	1	-2	0.8	2	22	2.6	8	-1.0	·
CN1CCN(C(=S)c2cn(Cc3cccc(F)c3)c3ccccc23)CC1	7	1	-0.4	-1	9	-1.1	17	-0.1	1.7
O=C1NC(=O)C2(CCCCC2)N1	3	-2	-0.4	-12	-17	-0.9	11	0.5	0.4
COc1cccc(CC(=O)Nc2ccc3c(c2)CCC3)c1	9	1	-0.3	-7	14	0.1	9	·	1.9
COc1cc(CNC2CCCCC2OC)cc(OC)c1 (stereo not drawn)	-7	-1	-0.3	-4	-6	-0.3	-5	1.1	0.0
O=C(Cn1cnc2c(nnn2Cc2ccccc2)c1=O)NCc1ccco1	6	-6	-0.6	-6	-2	0.0	0	1.1	2.4

Two entries from above, field by field.
Cn1sc(NC(=O)c2cccc(Cl)c2)nc1=O
  PrPC TRFRET: 2
  Anthrax LF inh2: -2
  BoNT A protease: 1.6
  BoNT-F LC inh: 1
  CCHF vOTU inh: -6
  PfHsp40 yeast: 0.6
  Yp Topo-I inh: 5
  FadD28 FP inh: -0.8
  TcdB inh: ·

Cc1ccccc1C(=O)N1CCC(C(=O)O)CC1
  PrPC TRFRET: 6
  Anthrax LF inh2: 0
  BoNT A protease: -0.1
  BoNT-F LC inh: 0
  CCHF vOTU inh: -6
  PfHsp40 yeast: 1.0
  Yp Topo-I inh: 1
  FadD28 FP inh: -3.2
  TcdB inh: ·

(further entries)
SMILES	PrPC TRFRET	Anthrax LF inh2	BoNT A protease	BoNT-F LC inh	CCHF vOTU inh	PfHsp40 yeast	Yp Topo-I inh	FadD28 FP inh	TcdB inh
COc1ccc(CNC(=O)Cc2csc(Nc3nc(=S)[nH]c4ccccc34)n2)cc1	4	4	3.4	16	-3	-1.5	3	-0.2	·
CC1(C)N=C(N)NC(Nc2cccc(Br)c2)=N1	3	6	0.3	1	8	0.1	3	-0.1	·
COc1ccc(S(=O)(=O)NCC(=O)N(CC2CCCO2)C(C(=O)NC2CCCC2)C(C)C)cc1 (stereo not drawn)	3	4	0.3	8	5	0.4	-5	-4.2	2.0
S=C(Nc1ccccc1Cl)NC1CC2CCCC(C1)N2C1CC1 (stereo not drawn)	-7	8	0.4	-7	1	0.3	-1	0.6	0.0
CC(C(=O)Nc1ccccc1)N(c1cccc(Cl)c1)S(C)(=O)=O (stereo not drawn)	5	0	-0.5	-1	1	-0.3	-10	-1.1	0.9
O=C(c1ccc(F)cc1)C(C(=O)N1CCCCC1)n1ccccc1=O (stereo not drawn)	5	2	-0.1	-3	-10	-0.5	12	-0.2	2.4
COc1cc(OC)cc(C(=O)Nc2ccn(C)n2)c1	5	-1	-0.5	-1	-12	-1.3	2	-1.0	0.1
Cc1c(NS(=O)(=O)c2cccc(C(=O)N3CCC(C)CC3)c2)c(=O)n(-c2ccccc2)n1C	-2	-2	0.3	-3	-5	0.1	-1	-3.0	-0.7
CSc1ccc(S(=O)(=O)NCC(=O)OC2CCOC2=O)cc1[N+](=O)[O-] (stereo not drawn)	-28	2	4.9	10	10	0.8	-10	-3.9	1.4
CCc1cc(C(=O)Nc2ccccc2)cs1	-3	-2	-2.0	-4	13	-0.2	-1	-0.7	·
NC(=O)c1ccccc1NC(=O)/C=C/C(=O)O	6	0	0.6	3	-30	-1.0	-6	-2.5	·
COc1ccc(-c2nnn(Cc3nc(N)nc(N4CCOCC4)n3)n2)cc1OC	-1	-2	0.5	7	-12	-1.5	-5	-1.4	·
Cc1cccc2sc(N(CCCN(C)C)C(=O)c3nc4ccccc4s3)nc12	-1	1	0.2	1	-21	0.4	1	-3.8	·
CC(=NNc1ccc2ccccc2n1)c1ccccc1O	3	0	-0.6	-10	1	-1.6	-14	-3.6	-0.7
COc1ccccc1C(=O)NC(=O)COc1ccc([N+](=O)[O-])cc1	2	1	-0.9	-7	15	1.0	-2	-3.9	0.6
COc1cccc(Cn2nnc(C(=O)NCc3ccc(F)cc3)c2N)c1	3	-11	-0.2	-3	-1	-1.3	12	-7.4	-0.4
O=C(CSc1nnc(COc2ccc(F)cc2)o1)N1CCCCC1	-1	-4	-0.8	-12	-7	-0.2	10	-0.9	-0.3
CC(C)CC(CO)N1CCN(C(=O)c2ccc(Cl)cc2Cl)CCC1=O (stereo not drawn)	-1	3	0.2	-4	0	-0.6	4	0.9	1.4
O=C(O)COc1ccc(/C=N/NC(=O)c2ccc(-c3csc(Nc4ccc(Cl)cc4)n3)cc2)cc1	0	-2	0.0	29	-7	-0.2	-5	-2.6	0.0
Cc1ccc(S(=O)(=O)N2CCN(C(=O)COC(=O)CNC(=O)c3ccccc3)CC2)c(C)c1	-3	2	2.1	0	-6	0.7	10	-3.0	1.2
CC(=O)C(Sc1ncnc2sc3c(c12)CCCC3)C(C)=O	16	-9	-1.2	-5	-1	-0.6	0	-2.7	1.2
O=Cc1c(Sc2ccccc2)nc2ccccn2c1=O	0	0	0.2	-7	11	-0.4	-6	-3.4	·
O=C(CSc1nnc(-c2ccncc2)n1-c1ccccc1)NCC1CCCO1 (stereo not drawn)	-4	-4	0.0	-4	10	0.3	-10	-2.4	0.0
S=C(NCCC(c1ccccc1)c1ccccc1)Nc1cccc(Cl)c1	5	0	-0.6	2	1	-0.2	-5	5.6	·
COc1ccc2c(c1)CC(C)C/C2=N\NC(=O)c1ccco1 (stereo not drawn)	-4	-5	0.9	-3	-3	0.4	13	-2.3	-1.3
CN(C)C(=O)Oc1ccc2c(c1)O/C(=C\c1ccccc1)C2=O	-1	-1	-1.0	-16	-13	-0.9	14	-2.3	1.1
CC(C)(C)OC(=O)N1CCCN(C(=O)Nc2ccc(OC(F)(F)F)cc2)CC1	6	-10	-1.3	-12	0	-0.2	5	-0.2	2.3
O=C(CCSc1nc2ccccc2o1)N1CCOCC1	-4	0	1.9	-9	-4	0.0	-5	-1.7	·
O=C(Nc1ccc(Oc2ccc(NC(=O)c3ccco3)c(NC(=O)c3ccco3)c2)cc1)c1ccco1	-7	-1	0.3	2	7	1.3	-8	-20	0.8
Cc1ccc(S(=O)(=O)N2CCC(C(=O)Nc3cccnc3)CC2)cc1	-2	-2	0.3	1	6	-0.2	10	-0.6	1.3
NC(=O)N1c2ccccc2C=Cc2ccccc21	-2&-2	0&-6	0.1&-0.4	5&-6	-4&-1	-0.9&0.1	0&5	-2.3&0.7	0.5&1.3
COC(=O)CNC(c1ccccc1)c1cc(C)ccc1NC(=O)c1cccc(Cl)c1 (stereo not drawn)	4	-3	-0.7	-5	-4	1.0	-10	-1.3	·
CC(C)(C)NC(=O)CN(C(=O)CS(=O)CC(=O)Nc1ccc(F)cc1)c1ccccc1 (stereo not drawn)	-2	-2	-0.2	-1	-14	-0.4	-9	-3.5	·
Cc1noc(C)c1COc1ccc(C(=O)Nc2cccnc2)cc1	4	-19	0.5	-40	-9	0.3	-5	-5.1	2.0
COc1ccc(CN(C)C(=O)/C=C/c2ccc(S(=O)(=O)N3CCOCC3)cc2)cc1F	-10	0	-0.1	14	5	-1.0	9	-1.2	1.1
CCCCn1cnc(C(=O)OCC)c1N	7	0	0.8	-2	2	-0.5	-2	2.2	·
CC#CCc1cc2ccccc2c(=O)o1	1	-3	0.1	-10	2	2.1	2	-0.5	0.2
COc1n[nH]c(C(=O)NCc2ccccc2)c1[N+](=O)[O-]	-3	-5	0.4	-3	8	-0.6	2	0.0	2.8
c1ccc2cc3[nH]c(CN4CCOCC4)nc3cc2c1	-11	3	0.4	-6	-19	-0.7	-5	-11	·
CN(C)c1ccc(/C=C/c2ccc3ccccc3[n+]2C)cc1	-51	-4	9.3	-35	4	53*	-23	-4.9	·
CCC(=O)Nc1ccc(Oc2ccc3c(c2)C(=O)N(c2ccc(O)cc2)C3=O)cc1	5	0	?	1	2	0.7	-7	-1.4	·
O=C1CCCCN1CCCC(=O)N1CCCC(Nc2ccc(F)cc2)C1 (stereo not drawn)	-1	-4	0.7	2	5	0.2	-5	-0.3	0.8
Cn1c(Cn2cnc(Cl)c2Cl)nc2ccccc21	-4	0	0.9	-2	13	0.4	-3	-1.1	·
C/C(=N\NC(=O)c1ccc(NS(=O)(=O)c2cccs2)cc1)c1ccc(Cl)cc1	6	0	0.1	-5	-5	1.0	2	-1.7	·
Cc1cc(O)c2c(C)c(CC(=O)N3C[C@H]4C[C@@H](C3)c3cccc(=O)n3C4)c(=O)oc2c1	8	0	0.5	-1	-6	-0.7	0	-3.4	0.5
COC(=O)C1=C(c2ccc(Cl)c(C(F)(F)F)c2)C[C@@H]2CC[C@H]1N2C(=O)NCCOc1ccccc1Cl	·	-9	-0.3	-13	·	4.8	20	-4.4	·
COc1ccc(C)cc1S(=O)(=O)NC1CCCC1	-2	-5	-0.4	-2	-10	-0.5	3	0.8	·
CC(=NCc1ccccc1)C1=C(O)COC1=O	4	1	0.7	-9	5	-1.0	-6	-2.0	·
CC(=O)NC(C1C(=O)CC(C)(C)CC1=O)(C(F)(F)F)C(F)(F)F	3	2	-0.4	-6	1	-0.2	2	-1.5	·
O=C(Nc1nc2c(s1)CN(Cc1ccccc1)CC2)C1CCC1	-2	5	12	-3	-18	-0.7	-6	-1.9	-0.7
CC1(C(=O)Nc2ccc(F)c(Cl)c2)Cc2c(-c3ccccc3)ccnc2O1 (stereo not drawn)	4	0	0.1	-6	-5	·	-4	-1.1	0.4
O=C(CN1C(=O)NC2(CCCCC2)C1=O)N1CCc2ccccc2C1	8	0	0.9	-7	6	-1.1	-13	-2.8	0.6
